Assay outcomes deposited in PubChem BioAssay by several laboratories.
Rpn11 inh: blocks the human proteasome subunit Rpn11; O00487; human 26S proteasome, Ub4-pepOG fluorescence polarization; 20S core pre-blocked with epoxomicin; calls only at 20 µM; actives 0.59% (n = 360,000); AID 588493;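 active = inhibition at 20 µM, scaled to each plate's controls, above about 33%, limit read from the data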
Target sequence (O00487 whole entry, looked up): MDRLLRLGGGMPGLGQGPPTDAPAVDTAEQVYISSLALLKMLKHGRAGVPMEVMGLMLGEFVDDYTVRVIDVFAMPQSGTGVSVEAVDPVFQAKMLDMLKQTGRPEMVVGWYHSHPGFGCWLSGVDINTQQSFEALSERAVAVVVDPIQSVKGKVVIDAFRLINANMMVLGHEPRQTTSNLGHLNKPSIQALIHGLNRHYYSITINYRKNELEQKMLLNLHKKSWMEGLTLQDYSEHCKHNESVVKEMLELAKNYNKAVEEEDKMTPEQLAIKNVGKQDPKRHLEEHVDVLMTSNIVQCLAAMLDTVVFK
NadD inh: inhibitors of Staphylococcus aureus NadD; purified NadD enzyme, colorimetric absorbance read-out; inhibition, % at 20 µM; actives 0.78% (n = 360,000); AID 602399; in the data active = inhibition above about 26%; note: some compounds past the cut are filed as inactive
Rin1 Abl inh: blocks binding of human Rin1 to Abl. P00519+Q13671. TR-FRET Rin1/Abl binding, biochemical. inhibition, % at 7.35 µM. actives 0.4% (n = 360,000); in the data active = inhibition above about 5%, passing the limit was not always enough
STEP block: blocks human striatal-enriched tyrosine phosphatase; AID 588621; inhibition, % at 20 µM; recombinant STEP, OMFP fluorogenic substrate, fluorescence; actives 0.25% (n = 360,000);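 active = inhibition at 20 µM, scaled per plate between control wells, above about 37%, limit read from the data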;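 note: 0% = DMSO with enzyme and substrate and 100% = substrate only without enzyme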
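Material: STEP (striatal-enriched tyrosine phosphatase) enzyme, cell-free | Medium: 50 mM Bis-Tris pH 6.0 with 2.5 mM DTT and 0.005% Tween 20 | Read-out: Percent inhibition scaled to no-enzyme and uninhibited-enzyme controls, plate-pattern corrected | Signal: Fluorescence read at 480 nm ex / 540 nm em | Times: 20 min reaction, room temperature, in the dark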
DNMT1 block: DNMT1 (human) enzyme inhibition. P26358. actives 0.83% (n = 360,000). inhibition (reported as % activation of signal), % at 10 µM. AID 588458. DNMT1 molecular beacon, Hinp1I cleavage, fluorescence; in the data active = inhibition above about 50%
CSN inh: CSN deneddylation inhibition | actives 0.38% (n = 360,000) | inhibition, % at 12.5 µM | Purified CSN, SCF-Nedd8-OG deneddylation, fluorescence polarization | Q92905;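 active = pattern-corrected inhibition above about 35%, with an unprinted fluorescence ratio check between 0.5 and 1.5, limit read from the data, passing the limit was not always enough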;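 note: 0% = enzyme with substrate and 100% = substrate without enzyme; some results filed as inactive read as strong as hits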
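Material: purified human Csn5 enzyme expressed in HEK293T cells / Medium: Tris buffer pH 7.5, NaCl, DTT, Tween-20, trehalose, ovalbumin / Compound dosing: 12.5 µM single point / Schedule: 90 min incubation of compound, enzyme and substrate at room temperature / Signal: fluorescence polarization of the substrate / Control set: no-enzyme wells high, enzyme-with-substrate wells low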
Scp-1 inhibitor: blocks human Scp-1 phosphatase activity; Recombinant Scp1, phosphopeptide, malachite green phosphate absorbance; inhibition, % at 20 µM; actives 0.88% (n = 340,000); AID 493091;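 active = inhibition above about 50% at 20 µM, limit read from the data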;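 note: plate controls were DMSO wells with enzyme for no effect and wells lacking enzyme for full effect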
Target sequence (Q9GZU7 76-261 limits assumed): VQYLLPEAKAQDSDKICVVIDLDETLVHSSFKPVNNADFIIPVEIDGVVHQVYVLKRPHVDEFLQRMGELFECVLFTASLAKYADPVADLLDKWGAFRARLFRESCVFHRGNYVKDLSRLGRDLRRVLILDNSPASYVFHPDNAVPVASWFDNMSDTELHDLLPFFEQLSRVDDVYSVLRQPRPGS
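Times: enzyme reaction 45 min at room temperature, colour 5 min, stabilisation 30 min. Material: SCP-1 catalytic fragment, aa 76-261. Medium: Acidic Tris acetate buffer with magnesium and detergent. Signal: colorimetric free-phosphate detection, absorbance 630 nm. Read-out basis: % inhibition of SCP-1 phosphate liberation. Reagent: Phosphorylated 17-residue peptide substrate.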
SUMO1-SIM PPI: modulators of human SUMO1-mediated protein-protein interactions; P63165; SUMO1 binding to a labelled peptide, TR-FRET, 1 h; inhibition, % at 20 µM; actives 0.33% (n = 360,000); AID 602429; in the data active = inhibition above about 37%
Target sequence (P63165 whole entry, looked up): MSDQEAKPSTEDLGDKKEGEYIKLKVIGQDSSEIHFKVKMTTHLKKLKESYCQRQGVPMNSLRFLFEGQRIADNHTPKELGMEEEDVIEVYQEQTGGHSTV
Neddylation inh: inhibitors of human cullin neddylation. AID 651699. P61081+Q13564. TR-FRET cullin neddylation, biochemical. actives 0.58% (n = 360,000). calls only at 25 µM; in the data active = inhibition above about 36%
LMPTP inh: LMPTP (human) inhibition; actives 0.22% (n = 360,000); inhibition, % at 20 µM; recombinant LMPTP-A, OMFP fluorogenic substrate, fluorescence intensity; P24666;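 active = compounds that cut the enzyme signal by at least half of the control window in the single-dose screen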;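 note: plate controls were DMSO wells with enzyme plus substrate for no effect and substrate without enzyme for full effect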
Target sequence (P24666 whole entry, looked up): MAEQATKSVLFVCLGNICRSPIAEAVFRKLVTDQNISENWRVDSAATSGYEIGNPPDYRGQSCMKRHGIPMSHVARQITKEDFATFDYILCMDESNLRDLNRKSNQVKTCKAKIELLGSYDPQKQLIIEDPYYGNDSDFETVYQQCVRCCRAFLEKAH
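Test system – LMPTP-A phosphatase enzyme · Quantity – 0.625 nM LMPTP-A final · Reagent – OMFP substrate, 400 µM final · Dosing – one test concentration per compound, 20 µM, with 3% DMSO overall · Timing – 50 min enzyme reaction at room temperature, protected from light · Detection – fluorescence intensity · Controls – substrate-only low control, DMSO enzyme-plus-substrate high control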
Starred values were filed as active, the others as inactive; i = inactive; . = not tested or not shown; + = active, no number.

1) Clc1ccc(-c2ccccc2)cn1
2) COc1ccc2c(=O)c(-c3nc(C)cs3)coc2c1
3) O=C(N/N=C\c1ccc(F)cc1)c1csnn1
4) Cc1nn(C)c(Cl)c1S(=O)(=O)N1CCC(CO)(CCc2ccccc2)CC1
5) CCO[C@H]1OC(C(=O)NCc2nc3ccccc3[nH]2)=C[C@@H](c2ccc(Br)cc2)[C@@H]1CCCO
6) O=C(O)c1ccccc1-c1ccccc1C(=O)Nc1cccc(O)c1
7) CCCCCN(C(=O)CN(C)Cc1ccc(OC)cc1OC)c1c(N)n(CCCC)c(=O)[nH]c1=O
8) O=c1cc[nH]c2c1ccc1c(=O)cc[nH]c12

Screen / compound no.,1,2,3,4,5,6,7,8
Rpn11 inh,i,i,i,i,i,i,i,i
NadD inh,-6,-5,-5,3,5,2,0,-1
Rin1 Abl inh,-1,0,1,2,-1,4,-3,0
STEP block,-3,0,-2,2,1,-4,1,3
DNMT1 block,2,0,0,-6,1,2,0,3
CSN inh,6,4,-3,-6,5,0,1,1
Scp-1 inhibitor,-8,-4,-1,81*,1,-5,-13,15
SUMO1-SIM PPI,-2,-6,-9,1,4,0,-1,9
Neddylation inh,i,i,i,i,i,i,i,.
LMPTP inh,-2.8,-0.1,-2.9,-0.9,1.7,0.2,0.8,2.1

9) O=C(CSCc1ccccc1F)NCc1ccccc1
10) Cc1cc(C)cc(NC(=O)c2ccccc2CC[N+](=O)[O-])c1
11) O=c1[nH]c(CSc2ncnc3sccc23)nc2cc(C(F)(F)F)ccc12
12) COCc1ccc(CN2CCc3c([nH]c4ccccc34)C2C(C)(C)C)o1 (centres undefined)
13) CC1CCCCC1NC(=O)C1CCN(c2c3c(nc4ncnn24)CCC3)CC1 (centres undefined)
14) CC(/C=N/N1CCN(c2ccccn2)CC1)=C\c1ccccc1
15) Cc1ccc(S(=O)(=O)NCC(=O)OCC(=O)NCc2ccco2)cc1
16) O=C(O)Cc1ccc(NC(=O)c2ccc(Cl)c(Cl)c2)cc1

Screen / compound no.,9,10,11,12,13,14,15,16
Rpn11 inh,i,i,+,i,i,i,i,i
NadD inh,-3,-4,-4,0,-6,10,1,-7
Rin1 Abl inh,-1,1,0,3,0,3,1,-1
STEP block,-4,-1,2,-2,-1,2,2,1
DNMT1 block,-1,-3,-7,5,1,6,3,-2
CSN inh,-5,-1,16,0,0,-3,2,8
Scp-1 inhibitor,-9,-7,-9,10,-7,-8,2,-9
SUMO1-SIM PPI,-1,1,-8,-4,0,5,-1,4
Neddylation inh,i,i,i,.,i,i,i,i
LMPTP inh,-0.9,-0.7,1.3,2.2,-1.4,-1.1,-1.9,-0.2

At a glance, part of the list above:
15) Cc1ccc(S(=O)(=O)NCC(=O)OCC(=O)NCc2ccco2)cc1
16) O=C(O)Cc1ccc(NC(=O)c2ccc(Cl)c(Cl)c2)cc1

Screen / compound no.,15,16
Rpn11 inh,i,i
NadD inh,1,-7
Rin1 Abl inh,1,-1
STEP block,2,1
DNMT1 block,3,-2
CSN inh,2,8
Scp-1 inhibitor,2,-9
SUMO1-SIM PPI,-1,4
Neddylation inh,i,i
LMPTP inh,-1.9,-0.2

The list goes on.
17) CCOc1ncccc1C(=O)Nc1ccc(S(=O)(=O)Nc2cc(C)nc(C)n2)cc1
18) CC1(C(=O)O)CCCN(C(=O)c2cccnc2Oc2ccccc2)C1 (centres undefined)
19) COc1ccc(C)cc1-n1c(SCC(=O)Nc2cc(C)on2)nc2sc(C)c(C)c2c1=O
20) O=C(N/N=C/c1ccc([N+](=O)[O-])cc1)c1ccc(COc2ccccc2-c2ccccc2)cc1
21) O=C(Cc1ccc(S(=O)(=O)N2CCCCC2)s1)Nc1ccc(F)c(F)c1
22) C[C@H]1CCCCO[C@H](CN(C)Cc2ccc(C(=O)O)cc2)[C@@H](C)CN([C@@H](C)CO)C(=O)c2cc(NS(=O)(=O)c3cn(C)cn3)ccc2O1
23) CN(C)C(CNC(=O)c1c(F)cccc1Cl)c1ccco1 (centres undefined)
24) O=C(NC1CCCC1)c1cc(-c2cccc(Cl)c2)on1

Screen / compound no.,17,18,19,20,21,22,23,24
Rpn11 inh,i,i,i,i,i,i,i,i
NadD inh,5,0,36*,25,-3,9,6,-10
Rin1 Abl inh,-2,-2,0,3,-2,-1,-1,-3
STEP block,-4,-3,2,3,-4,-1,2,0
DNMT1 block,2,4,-4,10,-2,14,2,3
CSN inh,0,-1,9,13,2,-7,3,5
Scp-1 inhibitor,-7,.,-13,12,-3,.,-5,-3
SUMO1-SIM PPI,10,-4,0,-1,2,2,-2,-3
Neddylation inh,i,i,i,i,i,i,i,i
LMPTP inh,-1.4,-0.4,4.0,6.8,1.9,-2.7,-0.6,-0.1

25) O=C(CN1CCC(C(O)(c2ccccc2)c2ccccc2)CC1)Nc1cc(Cl)ccc1Cl
26) COCCNC(=O)C1CCCN(S(=O)(=O)c2c(C)noc2/C=C/c2cccs2)C1 (centres undefined)
27) Cc1cc(C)cc(NC(=O)c2cccc(C(=O)Nc3cc(C)cc(C)c3)n2)c1
28) CCOP(=O)(OCC)C(Nc1ccccc1)c1ccccc1C(F)(F)F (centres undefined)
29) Cn1c(C(=O)NCCc2ccccc2)cc(=O)n(C)c1=O
30) COC(=O)C1CCN(C(=O)c2cc(OC)c(OC)c(OC)c2)CC1
31) COc1ccc(-c2csc(C(C)(O)c3ccccc3)n2)cn1 (centres undefined)
32) COc1cccc(NC(=S)N(CCC(C)C)C(C)c2ccncc2)c1 (centres undefined)

Screen / compound no.,25,26,27,28,29,30,31,32
Rpn11 inh,i,i,i,i,i,i,i,i
NadD inh,22,0,16,1,-3,-4,2,-6
Rin1 Abl inh,3,-7,-1,0,-1,1,-2,1
STEP block,3,-2,1,-2,0,3,-2,0
DNMT1 block,-2,0,14,-10,0,-2,7,0
CSN inh,-2,-4,2,1,-5,0,-5,-4
Scp-1 inhibitor,3,-7,-7,-11,6,-7,.,-10
SUMO1-SIM PPI,-2,-28,4,6,-2,-5,1,1
Neddylation inh,i,i,i,i,i,i,i,i
LMPTP inh,3.9,-1.2,-2.4,0.2,0.1,0.6,-0.4,0.4

Pulled one by one from the list above (three):
5) CCO[C@H]1OC(C(=O)NCc2nc3ccccc3[nH]2)=C[C@@H](c2ccc(Br)cc2)[C@@H]1CCCO
24) O=C(NC1CCCC1)c1cc(-c2cccc(Cl)c2)on1
1) Clc1ccc(-c2ccccc2)cn1

Screen / compound no.,5,24,1
Rpn11 inh,i,i,i
NadD inh,5,-10,-6
Rin1 Abl inh,-1,-3,-1
STEP block,1,0,-3
DNMT1 block,1,3,2
CSN inh,5,5,6
Scp-1 inhibitor,1,-3,-8
SUMO1-SIM PPI,4,-3,-2
Neddylation inh,i,i,i
LMPTP inh,1.7,-0.1,-2.8

Next section:
33) Cc1sc2nc(CN3CCCC3)nc(N3CCN(S(=O)(=O)c4cccs4)CC3)c2c1C
34) CCCCCN(C(=O)CCC(=O)OCC(=O)NCc1ccc(OC)cc1)c1c(N)n(CCCC)c(=O)[nH]c1=O
35) CCN(CC)C(=O)c1sc2nc(Cc3ccccc3)[nH]c(=O)c2c1C
36) C=CCNC(=S)NNc1ncnc2sc3c(c12)CC(C)(C)OC3
37) Cc1cc(C)c(C)c(OCC(=O)N2CCCCCC2)c1
38) O=C(/C=C/c1c(F)cccc1Cl)Nc1nc2ccccc2[nH]1
39) Cc1c(C(=O)N2CCN(C3CCS(=O)(=O)C3)CC2)oc2ccc(Cl)cc12 (centres undefined)
40) CCOC(=O)C1=C(N)Oc2cc(C)n(C)c(=O)c2C1c1ccncc1 (centres undefined)

Screen / compound no.,33,34,35,36,37,38,39,40
Rpn11 inh,i,i,i,i,i,i,i,i
NadD inh,19,-7,0,3,7,2,-4,-5
Rin1 Abl inh,-1,1,1,-2,4,-5,1,-1
STEP block,4,-1,-1,8,0,-4,-1,-2
DNMT1 block,16,-1,5,0,-1,12,5,-4
CSN inh,4,4,3,4,2,-6,-5,-2
Scp-1 inhibitor,7,-12,5,7,-3,2,-6,0
SUMO1-SIM PPI,2,0,0,-4,2,0,3,-1
Neddylation inh,i,i,i,i,i,i,i,i
LMPTP inh,3.7,0.2,-1.0,0.0,-1.3,-1.6,-1.0,0.5

41) CN(CC(=O)NC1CC(C)(C)NC(C)(C)C1)S(=O)(=O)c1ccc(Br)cc1
42) COCCNc1nc2nonc2nc1N(C)Cc1cccc2cnccc12
43) COc1ccc(OC)c(N(C(=O)c2snc(C(N)=O)c2N)C(C(=O)NCC2CCCO2)c2ccc3ncccc3c2)c1 (centres undefined)
44) CCOc1ccccc1/C=C/c1onc(C)c1S(=O)(=O)N1CCC(C(=O)NC(C)C)CC1
45) CC(C)N1C(=O)CCN(C=O)c2ccccc21
46) CC(=O)CCS(=O)(=O)c1ccc(C)c(C)c1
47) COc1cc(/C=C(\C#N)c2nc3ccc(C)cc3[nH]2)c([N+](=O)[O-])cc1OC
48) Cc1cc(=O)[nH]c2c1c(C)nn2-c1ccccc1

Screen / compound no.,41,42,43,44,45,46,47,48
Rpn11 inh,i,i,i,i,i,i,i,i
NadD inh,0,-1,3,-12,3,-6,1,0
Rin1 Abl inh,1,-4,0,-1,1,-1,-3,3
STEP block,1,-1,2,2,-4,-2,0,0
DNMT1 block,2,0,-1,-5,-1,2,-8,3
CSN inh,-6,7,4,3,0,2,3,1
Scp-1 inhibitor,-7,-4,3,-11,-6,0,-5,-3
SUMO1-SIM PPI,4,-18,-7,3,-3,0,-19,3
Neddylation inh,i,i,i,i,i,i,i,i
LMPTP inh,-1.4,0.8,-0.1,3.0,1.7,-1.1,1.4,-0.7

49) Cn1c(=O)cc(-c2ccccc2)c2ccccc21
50) COc1ccc(F)cc1-c1nc(N)nc(N)n1
51) CCOC(=O)C(C)(C)Oc1ccc(Cl)cc1
52) CCCCNC(=O)COC(=O)c1ccc(NS(=O)(=O)c2ccc3c(c2)OCCO3)cc1
53) C=CCn1c(=NC(=O)c2cc(-c3cccs3)nc3ccccc23)sc2cc(S(N)(=O)=O)ccc21
54) CSc1ccccc1C(=O)Nc1cc([N+](=O)[O-])ccc1C

Screen / compound no.,49,50,51,52,53,54
Rpn11 inh,i,i,i,i,i,i
NadD inh,-4,-6,-3,-2,51*,-4
Rin1 Abl inh,-4,1,0,-1,4,2
STEP block,-2,-1,-4,-8,4,-4
DNMT1 block,-2,10,6,-1,-17,2
CSN inh,0,-1,0,0,1,-5
Scp-1 inhibitor,2,-2,-6,-11,45,-6
SUMO1-SIM PPI,0,3,-1,1,-3,-15
Neddylation inh,i,i,i,i,.,i
LMPTP inh,-0.4,-1.2,-1.9,0.9,2.2,-0.8
